Screens: PubChem, Sanford-Burnham Center for Chemical Genomics
PTK2B oligo ant: antagonists of Pyk2 self-association, primary screen, Q293 cells, FERM NanoBiT luminescence, HTS; Protein-tyrosine kinase 2-beta (Homo sapiens), Q14289; hits give low values; z-score (the deposit names both 25 µM and 10 µM); 0.83% of 99,000 active;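 active = Z-score of -3 or lower, scaled per plate to the spread of control and sample wells; inactive = z-score above -3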;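 note: negative z-score means lost luminescence so less FERM oligomerization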
PLAP activator: PLAP enzyme activators, biochemical, luminescence, HTS; Alkaline phosphatase, placental type (Homo sapiens), P05187; purified PLAP enzyme, luminescent substrate read-out; hits give high values; activation fold at 20 µM; 1.2% of 96,000 active; in the data active = activation fold above about 2
Target sequence (P05187 whole entry, looked up): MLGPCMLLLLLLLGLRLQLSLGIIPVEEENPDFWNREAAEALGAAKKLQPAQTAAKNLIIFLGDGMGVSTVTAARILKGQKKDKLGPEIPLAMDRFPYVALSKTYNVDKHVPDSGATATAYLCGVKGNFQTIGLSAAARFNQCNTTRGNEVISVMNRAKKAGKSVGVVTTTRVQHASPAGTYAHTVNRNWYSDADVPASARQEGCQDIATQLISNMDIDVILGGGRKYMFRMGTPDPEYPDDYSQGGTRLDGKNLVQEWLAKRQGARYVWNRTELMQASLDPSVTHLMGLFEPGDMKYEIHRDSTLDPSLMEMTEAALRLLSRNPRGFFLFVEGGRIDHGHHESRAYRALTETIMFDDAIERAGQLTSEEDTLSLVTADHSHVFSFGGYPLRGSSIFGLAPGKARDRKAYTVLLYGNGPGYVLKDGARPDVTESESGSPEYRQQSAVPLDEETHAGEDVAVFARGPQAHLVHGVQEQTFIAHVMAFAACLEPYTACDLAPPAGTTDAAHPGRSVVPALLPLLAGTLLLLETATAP
CYP2C19 inh: blockers of cytochrome P450 2C19 activity – biochemical, luminescence, ADME assay, primary screen; AID 778, 2007; 21% of 96,000 active; P33261; inhibition, % at 5 µM; CYP2C19 Supersomes, luciferin-H EGE luminescence, 30 min;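 active = CYP2C19 inhibition above a set limit at 5 µM in the primary screen, cut at about 50% in these data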;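 note: plate controls were negative control wells for no effect and 2.5 mM tranylcypromine positive control for full effect; values of inactives mirror those of a sister screen read the other way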
CYP2C19 act: human CYP2C19 activators, primary screen, biochemical, luminescence; 96,000 tested, under 10 active; AID 1025, 2008; Cytochrome P450 2C19 (Homo sapiens), P33261; activation factor at 5 µM; recombinant CYP2C19, luciferin-H EGE luminescence; hits give high values; 0 = fully inhibited enzyme, 1 = untreated enzyme;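 active = activation factor of at least 2 at 5 µM in the primary screen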;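 note: 0 = wells with 2.5 mM tranylcypromine and 1 = vehicle-only wells; values of inactives mirror those of a sister screen read the other way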
MT1-MMP txn act: MT1-MMP promoter reporter activation – cell-based, luciferase luminescence, primary screen | HT1080 MT1-MMP promoter luciferase reporter, overnight; hits give high values | activation factor at 10 µM | 0.16% of 86,000 active | AID 750, 2007;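 active = activation factor of at least 2 for MT1-MMP transcription at 10 µM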
Mac1 fbg inh: inhibitors of CD11b/CD18 adhesion to fibrinogen, primary screen, K562 cells, luminescence. Integrin beta-2 (Homo sapiens) + Integrin alpha-M (Homo sapiens), P05107+P11215. ATPlite luminescence; Mn2+ added to activate the integrin. inhibition, % at 10 µM. 0.54% of 93,000 active;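 active = primary inhibition of 50% or more at 10 µM, then 40% or more on retest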; note: some results filed as inactive read as strong as hits
CYP2C9 activ: human CYP2C9 activators, primary screen, biochemical, luminescence | 1.4% of 96,000 active | activation factor at 5 µM | recombinant CYP2C9, luciferin-H conversion; hits give high values; factor 1 = untreated enzyme, 0 = blocked | AID 1024, 2008 | Cytochrome P450 2C9 (Homo sapiens), P11712;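 active = activation factor of 2 or more for CYP2C9 at a 5 µM dose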;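 note: 0 = sulfaphenazole-blocked wells and 1 = vehicle-only wells; values of inactives mirror those of a sister screen read the other way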
CYP2C9 inh: blockers of cytochrome P450 2C9 activity – biochemical, luminescence, ADME assay, primary screen | P11712 | CYP2C9 Supersomes, luciferin-H conversion | inhibition, % at 5 µM | 20% of 96,000 active;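 active = blocking of liver enzyme CYP2C9 beyond about 50% at 5 µM, limit read from the data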; note: values of inactives mirror those of a sister screen read the other way
Mac1 fbg enh: enhancers of CD11b/CD18 adhesion to fibrinogen, primary screen, K562 cells, luminescence; AID 1499, 2009; 0.07% of 93,000 active; ATPlite luminescence; Integrin beta-2 (Homo sapiens) + Integrin alpha-M (Homo sapiens), P05107+P11215; activation, % at 10 µM;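 active = 10 µM primary screen giving 50% or more activity, confirmed by 40% or more on retest at that dose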; note: strong numbers were not always called active; reference of the scale not given here
* hit, by the source's call; x = not tested or not shown. An unsorted share of the library; any-hit rate near 31%.

PTK2B oligo ant,smiles,PLAP activator,CYP2C19 inh,CYP2C19 act,MT1-MMP txn act,Mac1 fbg inh,CYP2C9 activ,CYP2C9 inh,Mac1 fbg enh
0.03,O=C(CSc1nc2ccccc2c(=O)n1NC(=O)Cc1ccccc1)NCc1ccco1,1.1,16,0.8,1.1,7,0.1,88*,-3
0.63,CC(=O)Nc1ccc(C(=O)CSc2nc3ccccc3n2CC(=O)N2CCCC2)cc1,1.5,24,0.8,0.9,-1,0.6,42,-3
-1.8,Cc1ccc2nc(SCc3nc4c(cnn4-c4ccccc4)c(=O)[nH]3)[nH]c2c1,1.1,0,1,x,0,0.9,8,-1
-1.3,Cc1ccc2c(c1)N(C(=O)CSc1nncn1C)C(C)(C)c1ssc(=S)c1-2,1,67*,0.3,1.2,-1,0.5,48,-5
0.32,CC(C)(C)OC(=O)NCCCCCc1nnc(SCC(N)=O)o1,0.8,12,0.9,1.1,-17,1,4,-1
0.26,COc1cc(C2C(C#N)=C(N)Oc3n[nH]c(-c4ccccn4)c32)cc(OC)c1OC (centres undefined),1,2,1,1.3,-7,1.1,-6,1
x,Cc1cc(C(=O)Nc2c(C)cccc2C)n(-c2ccccc2)n1,0.9,8,0.9,x,-1,0.9,10,-2
-0.31,O=C(CN1C(=O)C2(OCCO2)c2ccccc21)c1ccc(Br)cc1,1.1,30,0.7,1.1,-11,0.6,39,0
2.6,COC(=O)CC/C(O)=C1/C(=N)CC(C)(C)CC1=O,1.2,0,1,1.1,-1,1,3,-3
-0.87,Brc1cc(Br)c2ncnc(N3CCCCC3)c2c1,1.6,44,0.6,1.1,-7,0.6,36,-2
1,CN=Cc1sc2ccccc2c1O,1,5,0.9,1.3,-1,0.9,5,-2
-0.15,CC(C)(C#N)NC(=O)c1ccco1,1,-3,1,1.2,0,1,4,1
0.84,O=C(Nc1ccc(S(=O)(=O)NCc2cccnc2)cc1)c1ccco1,0.9,-10,1.1,1,6,1,0,-4
-1.6,Cc1ccc(SCCNC(=O)c2ccc(C)c(S(=O)(=O)Nc3cccc(C)c3)c2)cc1,1.1,62*,0.4,x,4,0.3,71*,-8
2.1,O=C(Oc1ccnc2cc(Cl)ccc12)N1CCCCCC1,1.6,31,0.7,0.8,22,0.7,33,-5
-1.9,O=C(NC(=S)Nc1ccc2c(c1)OCCO2)c1ccccc1,0.8,34,0.7,x,x,1.3,-27,x
0.82,CCCC(C)C(=O)Nc1ccc(NC(C)=O)cc1 (centres undefined),0.9,-7,1.1,1.1,-4,0.9,10,-1
1.8,CCC(c1nnnn1Cc1ccco1)N1CCC(C(N)=O)CC1 (centres undefined),1.1,2,1,1.3,1,1.1,-5,-2
0.08,NC(=O)Cn1c2[n+](c3ccccc31)CC(O)CS2 (centres undefined),1.1,-19,1.2,x,-6,1.1,-13,-9
0.58,CCOc1ccc(C(=O)NCCCN(CC)CC)cc1,0.8,-2,1,1.1,-14,1,-2,5
-3*,Cc1ccc(S(=O)(=O)N2CCCN(S(=O)(=O)c3ccc4c(c3)OCCO4)CC2)cc1,1.3,27,0.7,1.2,8,2.7*,-171,1
x,CCN(CC)c1ccc(NC(=O)c2nc3nc(C)cc(C(F)F)n3n2)cc1,1,1,1,1,4,1.5,-51,-2
-0.01,COc1cccc(-c2csc(N3CCN(C(=S)Nc4cccc(Cl)c4)CC3)n2)c1,1.1,35,0.6,x,-15,0.6,41,0
-0.7,CCOc1ccc(-c2nnn(CC(=O)Nc3cccc(OC)c3)n2)cc1OCC,1,46,0.5,1,-16,0.8,20,10
-1.6,O=C1CC(N2CCN(c3nc4ccccc4s3)CC2)C(=O)N1Cc1cccs1 (centres undefined),1.5,48,0.5,1.3,19,0.3,69*,-3
-1.3,COc1cc(C2C=C(C34CC5CC(CC(C5)C3)C4)NC(=S)N2)cc(OC)c1OC (centres undefined),1.5,49,0.5,x,-2,0.5,54*,-4
0.4,O=C(NCc1nc(-c2ccccc2)no1)c1ccc2c(c1)OCO2,1.1,22,0.8,1.2,7,0.8,23,1
-0.37,Cc1c(Cl)cccc1-c1ccc(/C=N/n2cnnc2)o1,1,88*,0.1,1,-6,0.3,71*,0
x,Cc1c(NC(=O)C2CC(c3ccc(F)cc3)=NO2)c(=O)n(-c2ccccc2)n1C (centres undefined),1,1,1,x,-1,1,3,2
-0.02,COc1ccc(C2C(C(=O)NC(C)C)c3ccccc3C(=O)N2C)cc1OC (centres undefined),1.2,-16,1.2,1.2,5,1.1,-9,-7
1.4,CCOC(=O)C1CCN(C(=O)CSc2cc(=O)n(CC)c3ccccc23)CC1,1.3,60*,0.4,1.1,-10,0.8,20,-1
0.47,COc1ccc2c(CC(=O)OCC(=O)NC(=O)c3cccn3C)coc2c1,0.9,-4,1,1.1,-2,0.9,11,-3
-0.09,CC(Sc1ccccn1)C(=O)Nc1ccc(S(N)(=O)=O)cc1 (centres undefined),0.8,18,0.8,1,-1,0.8,17,2
-0.97,COc1ccccc1N1CCN(S(=O)(=O)c2cccc(F)c2)CC1,1.3,96*,0,1,-1,0.1,89*,1
-0.48,O=C(CSc1nc(-c2ccco2)cc(C(F)(F)F)n1)Nc1cccnc1,0.9,26,0.7,1.2,-2,0.5,53*,0
1.4,COc1ccc(N2CCN(S(=O)(=O)/C=C/c3ccccc3)CC2)cc1,0.5,6,0.9,1,-18,1,-1,8
-1.6,CC(C)Oc1ccc(C(=O)N2CCCc3ccccc32)cc1,1.7,97*,0,1.3,8,0.6,38,-5
1,COC(=O)Cc1n[nH]c(=O)c2ccccc12,0.9,-4,1,x,7,0.9,7,-5
-0.67,CCCOc1cccc(/C=N/NC(=O)c2csc(C)c2C)c1,1.1,-13,1.1,x,50,1.1,-8,-1
0.1,CC(=O)OC(C(=O)NC1CCCCC1)c1ccc(C#N)cc1 (centres undefined),0.9,15,0.9,1,-12,0.8,17,-2
-0.15,COc1ccc(/C=N/N2C(=O)CSC2=S)cc1,1.4,-18,1.2,1.1,8,1.1,-7,-1
0.08,N/C(COc1ccc(F)cc1)=N\NC(=O)c1cccnc1Oc1ccccc1,2*,3,1,1.1,-3,1,1,-2
-0.01,COc1ccc(OC)c(C2=C[N+](=O)C(C)(C)C(C)(C)N2[O-])c1,1,-9,1.1,1.2,-23,1.1,-10,-4
-1.7,C/C(N)=C(/C#N)C(=O)CSc1nnc(SCc2ccc(Cl)cc2)s1,0.7,31,0.7,1.2,-1,0.3,71*,1
0.18,Cc1nc2ccc(C(=O)O)cc2[nH]1,1,-2,1,1.1,15,0.9,15,0
0.99,Cc1ccc2nc(N3CCN(c4cccc(C)c4C)CC3)c3nnnn3c2c1,1.2,-2,1,x,0,1,1,1
x,CCOc1ccc(-n2nnc3c(=O)n(C/C=C/c4ccccc4)cnc32)cc1,1.2,-4,1,x,25,0.8,21,6
0.83,O=C(O)CCn1c(=O)sc2ccccc21,1.1,-13,1.1,1.1,35,1,-2,-5
0.22,COc1cc(NC(=O)c2ccc(Cl)cc2)c(OC)cc1Cl,1,9,0.9,1.3,-10,1.1,-13,0
0.31,CCN1CCCC1CNC(=O)c1c(O)c2c([nH]c1=O)CCCC2 (centres undefined),1,-10,1.1,1.2,-13,1.3,-26,1
0.19,CCOC(=O)c1[nH]c(CSc2nnc(-c3ccc(OC)cc3)o2)c(C(=O)OCC)c1C,1.4,73*,0.3,1.1,-2,0.2,85*,0
-0.2,Cc1cc(C(=O)CSc2nnc3c(Cl)cc(Cl)cn23)c(C)n1C,1,20,0.8,x,x,1,3,x
-1.9,Cn1nc(C(F)(F)F)c2cc(NC(=O)OCC(C)(C)C)sc21,1,35,0.7,1,7,1,-4,-1
0.12,COc1ccc(CCNC(=O)CN(C)S(=O)(=O)c2cccc3nsnc23)cc1OC,1,9,0.9,1,-4,0.6,43,-9
0.1,O=C(Nc1cnn(Cc2ccc(F)cc2)c1)c1cc(-c2cccs2)on1,1,20,0.8,1.1,-12,0.6,39,24
-2,COc1ccccc1Nc1ncnc2c1cnn2-c1cccc(C)c1,1,13,0.9,1.2,-6,0.9,8,-1

Results in CYP2C19 inh and CYP2C9 inh, for some of the entries so far:
SMILES	CYP2C19 inh	CYP2C9 inh
Cn1nc(C(F)(F)F)c2cc(NC(=O)OCC(C)(C)C)sc21	35	-4
COc1ccc(CCNC(=O)CN(C)S(=O)(=O)c2cccc3nsnc23)cc1OC	9	43
COc1cc(NC(=O)c2ccc(Cl)cc2)c(OC)cc1Cl	9	-13

The listing picks up, starting two compounds before the break.
PTK2B oligo ant,smiles,PLAP activator,CYP2C19 inh,CYP2C19 act,MT1-MMP txn act,Mac1 fbg inh,CYP2C9 activ,CYP2C9 inh,Mac1 fbg enh
0.1,O=C(Nc1cnn(Cc2ccc(F)cc2)c1)c1cc(-c2cccs2)on1,1,20,0.8,1.1,-12,0.6,39,24
-2,COc1ccccc1Nc1ncnc2c1cnn2-c1cccc(C)c1,1,13,0.9,1.2,-6,0.9,8,-1
-0.75,Cc1onc(-c2c(F)cccc2Cl)c1C(=O)N1CCCc2ccccc21,0.9,66*,0.3,1.2,-3,0.7,26,-1
0.09,COC(=O)c1ccc(C)c(N(CCO)CCO)c1,0.9,26,0.7,1.1,4,1,1,0
2.2,Cc1cc(=O)[nH]c2cc(O)ccc12,0.9,0,1,1.2,-29,1,-1,4
0.79,N#Cc1ccc2ccn(CC(=O)NCc3ccccc3)c2c1,1.1,87*,0.1,1.1,-17,0.4,59*,2
